CAL PDZ FP-1: CAL PDZ peptide-binding inhibitors, primary screen, biochemical, fluorescence polarization, Cer-tagged CAL PDZ, HTS. Golgi-associated PDZ and coiled-coil motif-containing protein (Homo sapiens), Q9HD26. purified CAL PDZ, TMR-peptide fluorescence polarization, 1 h. inhibition, % at 20 µM. actives 0.02% (n = 330,000). AID 504414, 2011;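 active = highest replicate inhibition of at least 40%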;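 also: plate controls were DMSO neutral control wells for no effect and unlabeled competitor peptide control wells for full effect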
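Material – purified CerCALP PDZ construct · Detection – FP readout, S and P plane fluorescence · Measure – percent inhibition from loss of millipolarization · Controls – unlabelled peptide for full inhibition, DMSO wells as neutral · Probe or stimulus – TMR-labelled reporter peptide T*-PRC34 bound in PDZ groove · Times – 1 h at RT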
Keap1-Nrf2 PPI: Keap1-Nrf2 protein-protein interaction inhibitors, primary screen, biochemical, fluorescence polarization, single point; Kelch-like ECH-associated protein 1 (Homo sapiens), Q14145; Keap1 Kelch-Nrf2 peptide fluorescence polarization, 1536-well; inhibition, % at 9.4 µM; actives 0.15% (n = 340,000); in the data active = inhibition above about 12%;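 also: human Keap1 Kelch domain with fluorescein labeled Nrf2 9mer peptide probe; 0% = neutral control wells and 100% = peptide positive control; higher means more block of Keap1 binding to Nrf2 peptide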
Target sequence (Q14145 whole entry, looked up, the tested form may be a part): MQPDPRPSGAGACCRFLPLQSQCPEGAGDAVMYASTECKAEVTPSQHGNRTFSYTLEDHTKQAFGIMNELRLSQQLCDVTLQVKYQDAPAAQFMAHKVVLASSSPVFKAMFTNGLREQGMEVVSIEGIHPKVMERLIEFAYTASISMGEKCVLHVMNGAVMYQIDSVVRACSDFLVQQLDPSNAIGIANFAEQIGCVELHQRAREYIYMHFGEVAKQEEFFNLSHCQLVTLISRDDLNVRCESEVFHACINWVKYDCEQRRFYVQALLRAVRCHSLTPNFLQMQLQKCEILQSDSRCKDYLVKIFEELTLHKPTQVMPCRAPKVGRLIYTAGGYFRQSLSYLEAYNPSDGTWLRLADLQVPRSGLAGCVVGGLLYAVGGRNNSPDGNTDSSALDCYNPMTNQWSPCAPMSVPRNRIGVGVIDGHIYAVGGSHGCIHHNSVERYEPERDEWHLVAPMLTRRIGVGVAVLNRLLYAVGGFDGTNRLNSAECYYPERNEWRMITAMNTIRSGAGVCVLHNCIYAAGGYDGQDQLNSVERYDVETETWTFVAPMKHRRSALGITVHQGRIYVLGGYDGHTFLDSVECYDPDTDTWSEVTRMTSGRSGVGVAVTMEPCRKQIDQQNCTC
CAL PDZ FP-2: untagged CAL PDZ binding inhibitors, primary screen, biochemical, fluorescence polarization, HTS. Golgi-associated PDZ and coiled-coil motif-containing protein (Homo sapiens), Q9HD26. purified CAL PDZ, TMR-peptide fluorescence polarization, 1 h. inhibition, % at 24.9 µM. actives 0.92% (n = 300,000). AID 602252, 2012;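 active = mean inhibition of at least 30% with at least half of replicates also reaching 30%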;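 also: 0% = DMSO neutral control and 100% = excess unlabeled competitor peptide PRC23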
Rtt109 HAT inh: inhibitors of C. albicans Rtt109/Vps75 HAT, primary screen, biochemical, ThioGlo CoA-SH fluorescence, plate reader; inhibition, % at 34.9 µM; purified Rtt109/Vps75, 4 h; actives 0.16% (n = 330,000); AID 540336, 2011; Histone acetyltransferase RTT109 (Candida albicans (strain SC5314 / ATCC MYA-2876)), …;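 active = inhibition of at least 50% in every replicate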
Target sequence (Q5AAJ8 whole entry, looked up): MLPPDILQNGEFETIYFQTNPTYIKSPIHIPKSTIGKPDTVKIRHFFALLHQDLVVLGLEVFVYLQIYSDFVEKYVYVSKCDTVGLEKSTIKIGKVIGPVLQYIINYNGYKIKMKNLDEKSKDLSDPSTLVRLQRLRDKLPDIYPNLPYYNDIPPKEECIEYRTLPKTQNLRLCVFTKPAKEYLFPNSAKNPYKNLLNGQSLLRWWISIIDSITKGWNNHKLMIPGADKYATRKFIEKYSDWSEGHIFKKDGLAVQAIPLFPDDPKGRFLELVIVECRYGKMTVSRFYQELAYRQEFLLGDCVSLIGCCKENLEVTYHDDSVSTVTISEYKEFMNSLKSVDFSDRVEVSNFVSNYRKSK
cardiac RTF act: cardiac RTF calcium sensitivity activators, primary screen, biochemical, IANBD-TnC fluorescence, EC20 calcium. actives 0.24% (n = 340,000). IANBD-labeled TnC RTF fluorescence at EC20 calcium; 0% EC20 calcium, 100% full calcium. activation, % at 7.2 µM;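 active = activation above the mean over all tested compounds plus 3 SD, cut at about 30% in these data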;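 also: rise in fluorescence read as greater calcium sensitivity of cardiac thin filaments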
RTF Ca sens inh: cardiac RTF calcium sensitivity inhibitors, primary screen, biochemical, IANBD-TnC fluorescence, EC70 calcium. actives 0.12% (n = 340,000). inhibition, % at 7.15 µM. IANBD-labeled cardiac RTF, Ca2+ fluorescence;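 active = inhibition above the mean inhibition of all tested compounds plus 3 SD, cut at about 17% in these data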;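 also: assay run at fixed EC70 calcium of 1.6 mM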
DAGLB inhibitor: DAGLB lipase inhibitors, primary screen, biochemical, fluorescence, HTS | Diacylglycerol lipase-beta (Homo sapiens), Q8NCG7 | HEK293T DAGLB membrane lysate, EnzChek fluorogenic substrate | inhibition, % at 5.17 µM | actives 0.059% (n = 340,000) | AID 504411, 2011; in the data active = inhibition above about 34%;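 also: 0% = enzyme with vehicle and 100% = wells lacking enzyme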
SR-BI DiI-HDL act: activators of SR-BI mediated DiI-HDL uptake, primary screen, ldlA[mSR-BI] CHO cells, DiI fluorescence | 3 h; 100 = double the neutral-control signal | activation, % at 12.5 µM | actives 0.096% (n = 320,000);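 active = mean replicate activation of at least 60% and every replicate at or above 60%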;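 also: 0% = median plate neutral-control signal and 100% = twice that signal; values of inactives mirror those of a sister screen read the other way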
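Assay system: CHO ldlA[mSR-BI] cells, LDL receptor-null, SR-BI overexpressing; medium: Ham's F12 with 0.5% BSA, HEPES 25 mM, pH 7.4; also added: DiI-HDL 10 µg/mL; timing: 3 h uptake period with compound, 37 °C; signal: DiI fluorescence, bottom read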
PKA-R2B act: activators of PKA-R2B holoenzyme, primary screen, biochemical, fluorescence polarization, Cy5-IP20, human. cAMP-dependent protein kinase catalytic subunit beta (Homo sapiens) + cAMP-dependent …. actives 0.079% (n = 340,000). PKA-R2B holoenzyme dissociation; R2B truncated from residue 108, S112A mutant; 0% DMSO only, 100% 113 µM cGMP. activation, % at 11.4 µM;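 active = activation above a cutoff set at the mean over all compounds plus 3 SD, cut at about 18% in these data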;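 also: higher means more holoenzyme dissociation and a rise in polarization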
LANA DNA inh: inhibitors of KSHV C-LANA binding to DNA, primary screen, biochemical, fluorescence polarization, FAM-LBS DNA, MBP-C-LANA, single point; Kaposi's sarcoma herpesvirus LANA C-terminal domain (residues 932-1162) DNA binding; inhibition, % at 9 µM; actives 0.078% (n = 340,000);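 active = highest replicate inhibition at or above 60% at 9 µM, even if other replicates fall short; inactive = all replicates below 60% inhibition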;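 also: 0% = neutral control wells and 100% = 4 µM acridine orange control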
* hit, by the source's call; / = not tested or not shown.

CAL PDZ FP-1	Keap1-Nrf2 PPI	CAL PDZ FP-2	Rtt109 HAT inh	cardiac RTF act	RTF Ca sens inh	DAGLB inhibitor	SR-BI DiI-HDL act	PKA-R2B act	LANA DNA inh	Structure
0.4	-3	84*	0	-6	-6	-2	-2	-5	1.2	CC(C)NC(=O)CSc1nnc(CNC(=O)OC(C)(C)C)n1C
-1.1	4	/	4	2	-13	-8	17	-3	-0.7	FC(F)(F)c1nnc2c(Sc3ccccn3)nc3ccccc3n12
-0.4	1	1	-5	-2	2	-1	15	7	3.7	CCCC(=O)c1c[nH]c(C(=O)NCc2cccnc2)c1
0.0	0	-1	-3	-1	5	4	3	-3	0.4	COc1ccc(/C=N/Nc2ncnc3c2[nH]c2ccccc23)c(OC)c1OC
-1.3	-5	-1	30	-7	-8	1	9	2	0.0	O=C(NCc1ccc2c(c1)OCO2)c1nc(S(=O)(=O)Cc2ccccc2F)ncc1Cl
-1.3	-8	-4	4	8	-3	-1	/	4	0.6	CCOC(=O)N1CCC(NC(=O)C2CCN(C(=O)c3cc4sccc4n3CC)CC2)CC1
-0.4	-2	-8	7	-2	4	-1	3	4	-0.8	Cc1ccc2c(c1)c(C1=c3ccccc3=NC1=O)c(O)n2C
-2.0	-6	-1	2	5	-1	1	-17	-16	0.7	O=C(Nc1nnc(SCc2c(Cl)cccc2Cl)s1)C1CC(=O)N(c2ccc3c(c2)OCCO3)C1 (stereo not given)
-0.4	-4	-5	4	2	-3	-3	33	-3	0.1	COc1ccc(NC(C)=O)cc1NC(C)C(=O)Nc1ccc(F)cc1 (stereo not given)
-1.9	-3	-3	2	3	-21	-1	-17	1	0.2	COc1ccc(C2(CNC(=O)Cc3ccccc3)CCCC2)cc1OC
-0.8	-4	-5	-9	-2	-4	-5	5	6	0.1	S=C1NC[C@H](Cc2cccc3ccccc23)N1CC1CCCCC1
-1.4	-5	-3	-1	0	-7	-10	-55	3	1.2	Cc1c(C(=O)NCCc2ccccc2)oc2ccc(S(=O)(=O)N3CCC4(CC3)OCCO4)cc12
-1.1	0	-1	2	-2	-17	-2	6	-8	4.3	C[C@H](CO)N1C[C@H](C)[C@@H](CN(C)S(C)(=O)=O)Oc2ccc(NC(=O)NC3CCCCC3)cc2C1=O
0.2	1	-6	-1	1	-6	-1	-12	12	1.0	CC(=O)c1cccc(NC(=O)C2CCN(S(=O)(=O)c3ccc(C)cc3)CC2)c1
-2.6	4	-2	6	3	-4	-2	22	-8	-0.1	CCc1nnc(NC(=O)CSc2nnc(-c3ccoc3C)n2-c2ccc(C)cc2)s1

Two of these compounds, reformatted:
Below each SMILES – CAL PDZ FP-1, Keap1-Nrf2 PPI, CAL PDZ FP-2, Rtt109 HAT inh, cardiac RTF act, RTF Ca sens inh, DAGLB inhibitor, SR-BI DiI-HDL act, PKA-R2B act, LANA DNA inh
> CCCC(=O)c1c[nH]c(C(=O)NCc2cccnc2)c1
    -0.4, 1, 1, -5, -2, 2, -1, 15, 7, 3.7
> COc1ccc(/C=N/Nc2ncnc3c2[nH]c2ccccc23)c(OC)c1OC
    0.0, 0, -1, -3, -1, 5, 4, 3, -3, 0.4

Next section:
CAL PDZ FP-1	Keap1-Nrf2 PPI	CAL PDZ FP-2	Rtt109 HAT inh	cardiac RTF act	RTF Ca sens inh	DAGLB inhibitor	SR-BI DiI-HDL act	PKA-R2B act	LANA DNA inh	Structure
-2.7	-1	-2	33	1	-1	-1	2	-17	-1.8	Cc1ccc(S(=O)(=O)N(CC(=O)Nc2ccccc2)C(=O)N2CCN(C)CC2)cc1
0.0	2	2	1	-3	-3	0	/	-1	-0.6	O=C(c1cccnc1)n1nc(NCc2ccccc2)nc1NCc1ccccc1
-0.2	-2	-5	1	0	-1	-3	-3	-1	3.2	CC(C)CC(=O)Nc1c(C(=O)N2CCN(Cc3ccccc3)CC2)oc2ccccc12
0.0	-5	/	6	-8	2	0	-1	-5	-0.8	CCCCn1c(N)c(N(CC(C)C)C(=O)c2cc(S(=O)(=O)N3CCOCC3)ccc2Cl)c(=O)[nH]c1=O
-0.4	-1	0	-9	1	3	-2	3	-8	-1.9	COc1cc(C(=O)Nn2c(CC(C)C)nc3ccccc3c2=O)cc(OC)c1OC
-2.8	-10	-9	-3	11	-16	-2	19	8	0.8	CCn1c(N)c(C(=O)NC)sc1=S
-2.2	-1	-3	-4	7	-3	3	7	-1	0.9	CCOC(=O)N1CCN(C(=O)CCC2CCCC2)CC1
0.0	-5	-1	3	2	-12	1	7	-3	0.0	COC(=O)CC1C(=O)NCCN1C(=O)CSc1nc2ccccc2s1 (stereo not given)
-1.5	2	-6	-4	-7	-4	-4	-2	-3	0.9	OC(CNCc1ccc2c(c1)OCO2)COc1ccc(F)cc1 (stereo not given)
-0.6	-6	/	4	2	-4	0	/	-7	-28	Nc1nc(-c2ccccc2)cn1/N=C/c1ccccc1
-3.0	0	-1	-1	-8	2	-1	0	-10	0.7	O=C(NCCCO)C(=O)Nc1cc2c3c(c1)CCC(=O)N3CCC2
-0.5	-6	7	15	-6	2	2	22	-12	0.3	Cc1ccc(S(=O)(=O)NNc2ccccc2)cc1
/	-5	-5	5	-3	0	0	5	5	0.9	O=C(O)c1ccc(N=Nc2c(O)[nH]c3ccc(Br)cc23)cc1
-0.1	-1	0	0	4	2	6	-35	-11	0.3	Nc1ccc(C=C2C=Cc3ccccc32)cc1
-0.8	0	-2	-3	3	-6	-5	-53	16	0.6	COc1cccc(-c2c(-c3cc(OC)cc(OC)c3)n(C)c3ccc(-c4cnc(N5CCOCC5)nc4)cc23)c1
-1.0	0	-3	14	0	-1	7	15	-9	-1.3	COc1cccc(/C(O)=C/C(=O)C(=O)Nc2ccc(S(=O)(=O)NC(C)=O)cc2)c1
0.2	0	2	-3	2	4	-2	27	-6	-0.6	O=C(Oc1cccnc1)c1ccco1
-0.2	-6	-9	1	9	2	1	33	-3	0.7	CC(=O)Nc1cc(C(=O)N(C)Cc2ccco2)ccc1Sc1ccc(C)cc1
-3.0	1	-5	6	-5	-4	1	-18	0	-0.3	CC1CCCC(NC(=O)c2cccc(N3CCCC3=O)c2)C1C (stereo not given)
-1.7	-5	2	14	5	-3	-1	8	-3	-0.1	C(=N/N1CCN(c2ccccc2)CC1)/c1ccncc1
1.0	-7	-1	4	0	-2	-3	26	-5	0.3	O=C(O)CCNS(=O)(=O)c1ccccc1
-1.3	-4	-2	-3	-1	-7	2	-9	-2	-2.7	Cc1ccc(NC(=O)CSc2nnc(-c3ccc(S(=O)(=O)N4CCOCC4)cc3)n2C)cc1
-0.9	-5	-6	-2	2	-12	2	-17	-11	-0.5	COc1ccc(S(=O)(=O)N(C)c2nc3ccccc3n3c(CC(C)C)nnc23)cc1
-0.4	-6	-2	-2	0	-1	2	-1	5	1.8	CN1CCC(N(C)C(=O)c2ccccc2F)CC1
-1.8	-6	-2	7	13	0	2	/	-4	0.4	CCc1nnc2sc(-c3ccc(NC(=O)CSc4ccc(Cl)cc4)cc3)nn12
-0.7	1	-3	3	6	3	-5	3	-7	1.9	Cc1cccc(NS(=O)(=O)c2cccc(C(=O)NCC(c3ccco3)N3CCCCC3)c2)c1 (stereo not given)
-1.0	2	-1	-13	12	-14	-6	-51	4	-0.5	CC(C)(C)c1ccc(C(=O)N2CCN(Cc3ccccc3)CC2)cc1
-2.2	-4	-1	5	-5	3	1	3	3	-1.4	Cc1onc(C(=O)/C=C/N(C)C)c1C(=O)Nc1nccs1
0.0	-7	-4	-6	-1	4	-1	-15	2	1.3	Cc1cc(Oc2ccc(-c3nnc(-c4ccccc4)o3)cc2[N+](=O)[O-])ccc1Cl
-3.0	0	-5	28	0	-4	2	-11	-1	-1.1	COc1ccc(CCN(C)Cc2nc(Cc3ccc(OC)c(OC)c3)no2)cc1OC
-2.7	-3	-21	-1	4	-12	-1	/	2	0.7	CC1CCN(C(=O)COC(=O)C(C)N2C(=O)c3ccccc3C2=O)CC1 (stereo not given)
-0.7	6	-3	-2	-4	-12	-3	17	11	-0.2	O=C(O)CSCC(=O)N1CCCN(c2ccc(C(F)(F)F)cn2)CC1
-1.0	5	/	-6	-4	-12	-5	-46	-7	-0.2	CCOc1ccc2nc(NC(=O)CCn3cccc3)sc2c1
-0.3	1	-3	-5	-1	-3	-1	12	15	-0.1	CC(Cc1ccccc1)NC(=O)CSc1nc2nc3c(cc2c(=O)n1-c1ccccc1)COC(C)(C)C3 (stereo not given)
0.8	1	0	18	-4	0	-2	26	18	-1.5	CCCCNC(=O)NNC(=O)c1ccc(F)cc1
-1.4	2	-10	7	3	-8	-11	24	-5	2.4	Cc1ccccc1OCCNC(=O)c1ccc2ccccc2n1
-0.3	4	-5	-5	0	7	0	-12	-1	0.5	Cc1ccc(NC(=O)Cc2c(F)cccc2Cl)cc1S(=O)(=O)N1CCOCC1
-1.1	4	14	-1	-1	-1	2	-28	1	-3.0	CCCCCNC(=O)C1CCC(Cn2c(=S)[nH]c3ccccc3c2=O)CC1 (stereo not given)
